# Screens (PubChem BioAssay)
# GalR3 antagonist = GalR3 antagonists in HEK293 cells, primary screen, cell-based, fluorescence readout; 360,000 tested, 0.44% active; inhibition, % at 3 µM; HEK293 GalR3-CNG cAMP membrane potential fluorescence; galR3 body fused to GalR1 C-terminus; Galanin receptor type 3 (Homo sapiens), O60755; AID 651719, 2012;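 active = inhibition above the screen-wide average plus 3 SD, cut at about 13% in these data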;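 also: forskolin and galanin both at EC90 stimulate the cells; cAMP rise reported by CNG channel membrane potential dye signal; 0% = forskolin plus galanin with DMSO and 100% = forskolin alone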
# Target sequence (O60755 1-299 limits assumed): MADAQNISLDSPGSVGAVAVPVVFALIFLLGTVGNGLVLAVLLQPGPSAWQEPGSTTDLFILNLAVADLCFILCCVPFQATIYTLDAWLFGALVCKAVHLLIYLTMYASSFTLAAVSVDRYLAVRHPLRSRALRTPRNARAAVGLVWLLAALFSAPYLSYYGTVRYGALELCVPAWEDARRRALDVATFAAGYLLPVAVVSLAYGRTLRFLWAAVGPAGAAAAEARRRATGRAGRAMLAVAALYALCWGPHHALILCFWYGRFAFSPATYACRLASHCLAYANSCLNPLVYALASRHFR
# An asterisk follows results filed as active. Some of the compounds tested; rates above refer to the full screens.
GalR3 antagonist	smiles
-7	CCC(c1nnnn1-c1ccc2c(c1)OCCO2)N1CCN(c2ccccc2OC)CC1 (stereo unspecified)
1	COc1cc(F)ccc1-c1csc(C(O)c2ccc(F)c(F)c2)n1 (stereo unspecified)
-4	OC(c1ccccc1)c1ncc(-c2ccc(C(F)(F)F)cc2)[nH]1 (stereo unspecified)
-7	CCc1nc2ccc(C(=O)NCCc3ccccn3)cn2c1N(C)Cc1ccc(N(C)C)cc1
-9	Cc1ccc(S(=O)(=O)NC(=O)N2CCCC2)cc1
-9	COc1ccc(Cl)cc1-c1cc(C(=O)NCc2cccc(C(F)(F)F)c2)[nH]n1
-4	OC[C@@H]1CN(Cc2ccco2)C[C@H](n2cnc3c(NC4CCC4)ncnc32)O1
-2	CN1OC[C@@H]2CN(C(=O)c3ccc(-c4ccccc4)cc3)[C@H](c3ccc(-c4cccc(F)c4)cc3)C[C@@H]21
-6	COC(=O)c1cccc(CN2C(=O)C(C)Sc3ccc(C#N)cc32)c1 (stereo unspecified)
5	COc1cc(NC(=O)c2ccc(-c3ccnn3C)c3ccoc23)cc(OC)c1OC
-4	Cn1c(N)c(C(=O)COC(=O)c2cc(S(=O)(=O)NCc3ccccc3)ccc2O)c(=O)n(C)c1=O
-6	C#CCN(C[C@H]1[C@H](OC(=O)NCc2ccccc2)[C@H](OC(=O)NCc2ccccc2)C[C@@H](C(=O)OC)[C@H]1C(=O)OC)S(=O)(=O)c1ccc(C)cc1
-6	Cc1ccc(C)c(N2CCN(C(C(=O)NC3CCCC3)c3ccco3)CC2)c1 (stereo unspecified)
-4	CC1Cc2ccccc2N1CC(=O)Nc1cc(S(=O)(=O)N2CCOCC2)ccc1Cl (stereo unspecified)
-1	COCCn1c(=S)[nH]c2cc(C(=O)NC3CCCC(C)C3C)ccc2c1=O (stereo unspecified)
1	CCOc1ccc(OCCC(=O)N(CC)CC(=O)Nc2ccccc2OC)cc1
-5	CCN(CC)C(=O)c1cccc(-c2csc(C(NC(C)=O)c3ccc(F)c(F)c3)n2)c1 (stereo unspecified)
-5	CCN1CCN(C(C(=O)NC2CCCCC2)c2cc3ccccc3o2)CC1 (stereo unspecified)
-8	CC(C)C[C@H]1CN([C@@H](CC(C)C)CN2CCC[C@H]2CN2C(=O)C(=O)NC[C@@H]2Cc2ccccc2)C(=O)C(=O)N1CCc1ccccc1
-6	CCN(CC)CCNC(=O)c1ccc(NC(=O)c2cccc(S(=O)(=O)N3CCCCCC3)c2)cc1
-5	CCOC(=O)C1(Cc2ccccc2C#N)CCCCC1=O (stereo unspecified)
-2	Cn1c(CCN2CCCC2)nc2cc(NC(=O)COc3ccc(Cl)cc3)ccc21
-5	CC(C)C[C@@H](CNCC(=O)[C@H](Cc1ccccc1)NC(=O)c1[nH]cnc1C(=O)N[C@@H](C)CN)NC(=O)c1nc[nH]c1C(=O)N[C@@H](CC(=O)O)C(=O)O
-2	CC(OC(=O)c1ccc([N+](=O)[O-])o1)C(=O)Nc1nc(-c2ccc(F)c(F)c2)cs1 (stereo unspecified)
-2	COc1ccc(NC(=O)COC(=O)c2ccc(S(=O)(=O)N3CCCCCC3)cc2)c(OC)c1

# Shown with each value named: part of the list above
> Cn1c(CCN2CCCC2)nc2cc(NC(=O)COc3ccc(Cl)cc3)ccc21
- GalR3 antagonist = -2

> CC(C)C[C@@H](CNCC(=O)[C@H](Cc1ccccc1)NC(=O)c1[nH]cnc1C(=O)N[C@@H](C)CN)NC(=O)c1nc[nH]c1C(=O)N[C@@H](CC(=O)O)C(=O)O
- GalR3 antagonist = -5

# The listing continues:
GalR3 antagonist	smiles
-6	CNc1nc(Cl)nc2ncn(C)c12
-8	CC1=C(C(=O)N(C(C)C)C(C)C)CC(CC(=O)NC(c2ccccc2)c2ccccc2)C(=O)N1Cc1ccc(C(C)(C)C)cc1 (stereo unspecified)
-8	CC(C)NC(=O)C1(C)CN(S(C)(=O)=O)CC(=O)N1CCCN1CCOCC1 (stereo unspecified)
-6	CC(C)(Oc1ccc(Cl)cc1)C(=O)OCC(=O)NCCc1ccc(S(N)(=O)=O)cc1
-6	COc1ccc(/C=C/C(=O)N(C)C2CCS(=O)(=O)C2)cc1 (stereo unspecified)
1	O=C(O)C1CCCCN1C(=O)c1ccc(S(=O)(=O)N2CCCC2)cc1 (stereo unspecified)
-7	COCCCNC(=O)C[C@@H]1C[C@@]2(C(=O)OC)CC(C)(C)CC=C2N(Cc2ccccc2)C1=O
-3	NC(=O)c1[nH]cnc1N=NN(CCO)Cc1ccccc1
-3	O=C(N/N=C/c1ccc(Br)cc1)c1ccc(NC(=O)c2ccccc2)cc1
-6	CC[C@]12c3[nH]c4ccc(OC)cc4c3CCN1C(=O)C(CC(=O)NC(C)(C)C)C[C@@H]2C(=O)N1CCN(C(=O)c2ccco2)CC1 (stereo partly specified)
-7	COc1cc(CN(C2CC2)S(=O)(=O)c2ccccc2Br)cc(OC)c1
-3	O=C(Cc1ccc(NC(=O)C2CCCN(C(=O)C3CCCC3)C2)cc1)Nc1cccc(C(=O)N2CCCCC2)c1 (stereo unspecified)
-3	O=C1NC(=O)N2CCSC2(Cc2ccccc2)N1 (stereo unspecified)
-6	CN(C(=O)c1ccc(NC(=O)Cc2cccc(NC(=O)C3CCN(C(=O)CCc4ccccc4)CC3)c2)cc1)C1CC1
-5	C[C@@H]1CN([C@@H](C)CO)C(=O)CCCn2cc(nn2)CO[C@H]1CN(C)C(=O)c1ccc2ccn(C)c2c1
-5	C=CCN(CC=C)Cc1cc(=O)oc2cc(OC)c(Cl)cc12
-8	CCCNC(=O)c1cc(C2CCCN(C(=O)c3cc(C(C)(C)C)nn3C)C2)on1 (stereo unspecified)
-8	COC(=O)C1=C(C)N(Cc2ccccc2C(F)(F)F)C(=NCc2cc(OC)c(OC)c(OC)c2)NC1c1ccccc1C(F)(F)F (stereo unspecified)
-5	O=C1c2ccccc2C(=O)c2cc(N3CCCCC3)ccc21
-1	Cc1cccc(NC(=O)CN2CCN(C(=O)c3ccc(-c4nc5ccccc5s4)o3)CC2)c1C
-5	COc1ccc2[nH]c3c(c2c1)CCN1C(=O)C(CC(=O)NCc2ccco2)C[C@H](C(=O)N2CCCCC2)[C@@]31CCc1ccccc1 (stereo partly specified)
-7	C[C@H](O)[C@@H]1CN2CCc3c([nH]c4ccccc34)[C@@H]2C[C@@H]1N(C)C(=O)Nc1ccc(Br)cc1
-4	C[C@H]1CN([C@@H](C)CO)C(=O)CCCn2cc(nn2)CO[C@@H]1CN(C)C(=O)Nc1ccc(F)cc1
2	CC(C)c1cc(C(=O)NCCc2cccs2)c(N)s1
5	Cc1cc(C(=O)N2CCC2(C)C(=O)NS(=O)(=O)c2cccc(OC(F)F)c2)nn1C (stereo unspecified)
-1	O=C(CSc1nc2ccccc2c(=O)n1-c1ccc(F)cc1F)NC1CC1
-6	C=CC1=CCN(S(=O)C(C)(C)C)[C@H]1CCO (stereo partly specified)
-6	Nc1nc(=S)ss1
-1	O=C(C[C@H]1C[C@H](C(=O)N2CCOCC2)[C@@]2(CCC3CCCC3)c3[nH]c4cc(-c5ccco5)ccc4c3CCN2C1=O)NCCCn1ccnc1
-7	Cc1ccc(-c2cnc3c(c2)C(=O)N([C@H](C)CO)C[C@H](C)[C@@H](CN(C)Cc2ccccc2F)O3)cc1
-4	O=C(O)C(Cc1cccs1)c1cccs1 (stereo unspecified)
-6	C[C@H]1CN([C@@H](C)CO)C(=O)c2c(c3ccccc3n2C)-c2ccccc2CO[C@H]1CN(C)C(=O)[C@@H]1CCCN1C
2	OC[C@@H]1CN(Cc2cccs2)C[C@H](n2cnc3c(NCc4ccco4)ncnc32)O1
-8	C[C@H]1CN([C@@H](C)CO)C(=O)CCCn2cc(nn2)CO[C@@H]1CN(C)S(=O)(=O)c1ccc(Cl)cc1
1	CC12CCC3c4ccc(O)c([N+](=O)[O-])c4CCC3C1CCC2=O (stereo unspecified)
1	COc1ccccc1N1CCN(S(=O)(=O)CCNC(=O)c2ccco2)CC1
-4	O=C(OCc1cn([C@@H]2C[C@H](c3ccc(Cl)cc3)N(Cc3cccs3)C[C@H]2O)nn1)c1ccccc1
-3	Nc1cc(Cl)cc2c1-c1ccc(Cl)cc1C2O (stereo unspecified)
-6	Cc1ccc(CNC(=O)c2ccc(S(=O)(=O)N3CCCC3)cc2)cc1
-7	CCNC(=O)C1CCCN(C(=O)c2ccccc2F)CC1 (stereo unspecified)
-8	CC(C)(C)S(=O)(=O)N1C[C@@H]2CC/C=C\C/C=C\2[C@H]1CCO
4	CN1CCN(C(=O)c2cc3c(c(-c4cccc(Br)c4)n2)[C@H](CCO)N(S(=O)C(C)(C)C)C3)CC1 (stereo partly specified)
-2	CCOc1ccc(NC(=O)CSc2nc3cc(C(=O)NCC4CCCO4)ccc3c(=O)n2CC2CCCO2)cc1 (stereo unspecified)
-9	O=C1Nc2ccccc2N=C(c2ccc3c(c2)OCO3)C1N(CCc1ccccc1)C(=O)CSc1ncccn1 (stereo unspecified)
-8	O=C1N(c2ccccc2)C(c2ccccc2)C12CCCCC2 (stereo unspecified)
-5	O=[N+]([O-])c1ccc(SNc2ccccc2)c([N+](=O)[O-])c1
-3	C#CCOCCOCCOCCNc1nc(N2CCN(C(=O)[C@H](C)n3cc(CCC(=O)O)nn3)CC2)nc(N2CCN(C(=O)[C@H](Cc3ccc(O)cc3)n3cc(CCO)nn3)CC2)n1
-5	NNC(=O)C1C(O)CCC2CN3CCc4c([nH]c5ccccc45)C3CC21 (stereo unspecified)
-3	CCC1=C(c2ccc(OC)cc2)CCC(C(=O)O)C1C (stereo unspecified)
-3	Cc1ccccc1Cn1c(C)c(C(=O)NCc2cccc(Cl)c2)sc1=O

# Remaining list, next part
GalR3 antagonist	smiles
-4	COc1cccc2[nH]c(-c3ccccn3)nc12
-2	O=C(COC(=O)c1cccc(F)c1)Nc1cccc(S(=O)(=O)N2CCCCC2)c1
-3	O=C1C(Sc2ccccc2)=C[C@@]2(O)CC[C@@H](O)[C@]1(Sc1ccccc1)[C@H]2O
0	Cc1ccc(-c2csc(C(O)c3ccc(F)cc3)n2)cc1C (stereo unspecified)
-3	CCc1nc2ccc(C(=O)N3CCN(C(C)=O)CC3)cn2c1N(CCC(C)C)CCN(C)C
-6	O=C(NCC1CCCCC1)c1ccc2sc([C@H]3C[C@H](O)[C@@H](CO)O3)nc2c1
0	CCOC(=O)C1(C)CCN1C(=O)c1cc(OC)c(OC)c(OC)c1 (stereo unspecified)
2	CC1=C(C(=O)N2CCOCC2)CC(CC(=O)NCCc2ccccn2)C(=O)N1Cc1ccc(F)cc1 (stereo unspecified)
-5	N#CC1(NC(=O)COC(=O)C2CCN(S(=O)(=O)c3ccc4c(c3)OCCO4)CC2)CCCCC1
-4	CC(C)C1C(=O)N(Cc2cn(CC3CCCCC3)nn2)CCS(=O)(=O)N1Cc1ccc(-c2ccc(Cl)nc2)cc1 (stereo unspecified)
0	CN1OC[C@@H]2CN(C(=O)c3ccc(C#N)cc3)[C@H](c3cccc(Br)c3)C[C@@H]21
-5	Cc1ccc2nc(-c3cccc(Cl)c3)c(Cc3ccccc3C(F)(F)F)n2c1
-6	C/C(CC(=O)Nc1ccc(N(C)C)cc1)=N\NC(=O)c1ccccc1Cl
-8	Nc1[nH]c(C(=O)c2ccccc2)c(-c2ccc(Cl)c(F)c2)c1C(=O)NCCc1c[nH]c2ccccc12
-10	CCSc1nsc(NC(=O)Nc2ccccc2Cl)n1
-6	Cc1cc(C)n2c(NCc3ccccc3)c(CCc3ccccc3)nc2n1
-3	Cc1ccc(S(=O)(=O)Nc2ccccc2O)cc1
-7	C[C@H](CO)N1C[C@H](C)[C@H](CN(C)C(=O)Nc2cccc(Oc3ccccn3)c2)OCc2cnnn2CCCC1=O
2	CCCNC(=O)c1cc(C2CCCN(C(=O)c3ccccc3)C2)on1 (stereo unspecified)
-9	COC(=O)c1c[nH]c(=S)n1Cc1ccccc1
-3	COc1ccc(/C=C/C(=O)OCC(=O)N2CCN(S(=O)(=O)c3ccc(C)cc3C)CC2)cc1OC
-5	C[C@@H]1CN([C@H](C)CO)S(=O)(=O)c2ccc(Br)cc2O[C@H]1CN(C)C(=O)C1CCCCC1
27*	OC[C@@H]1CN(Cc2ccc(-c3ccccc3)cc2)C[C@H](n2cnc3c(NC4CCCC4)ncnc32)O1
-3	COc1ccccc1C(=O)c1ccccc1C(=O)c1ccccc1
-6	CC(=O)Nc1cccc(NC(=O)C2CCCO2)c1 (stereo unspecified)

# Look-ups from the results shown:
# Result of NC(=O)c1[nH]cnc1N=NN(CCO)Cc1ccccc1 under GalR3 antagonist: -3
# Result of CCc1nc2ccc(C(=O)NCCc3ccccn3)cn2c1N(C)Cc1ccc(N(C)C)cc1 under GalR3 antagonist: -7
# Result of OC[C@@H]1CN(Cc2cccs2)C[C@H](n2cnc3c(NCc4ccco4)ncnc32)O1 under GalR3 antagonist: 2
# Result of O=C(C[C@H]1C[C@H](C(=O)N2CCOCC2)[C@@]2(CCC3CCCC3)c3[nH]c4cc(-c5ccco5)ccc4c3CCN2C1=O)NCCCn1ccnc1 under GalR3 antagonist: -1
# Result of N#CC1(NC(=O)COC(=O)C2CCN(S(=O)(=O)c3ccc4c(c3)OCCO4)CC2)CCCCC1 under GalR3 antagonist: -5

# The results go on.
GalR3 antagonist	smiles
-5	CC1=C(C(=O)N(C)C)CC(CC(=O)NCCCN(C)C)C(=O)N1Cc1ccccc1 (stereo unspecified)
-6	CCOC(=O)c1[nH]c(=S)[nH]c1C
-4	CCN(CC)CCC(=O)N1C/C(=C/c2ccccc2)C(=O)/C(=C\c2ccccc2)C1
-1	CCc1noc(C)c1C(=O)OCC(=O)Nc1ccccc1SC
-1	Cc1ccc(C(=O)CCC(=O)N2CCN(C/C=C/c3ccccc3)CC2)cc1

# Structures above containing a cyano group (4):
GalR3 antagonist	smiles
-6	COC(=O)c1cccc(CN2C(=O)C(C)Sc3ccc(C#N)cc32)c1 (stereo unspecified)
-5	CCOC(=O)C1(Cc2ccccc2C#N)CCCCC1=O (stereo unspecified)
-5	N#CC1(NC(=O)COC(=O)C2CCN(S(=O)(=O)c3ccc4c(c3)OCCO4)CC2)CCCCC1
0	CN1OC[C@@H]2CN(C(=O)c3ccc(C#N)cc3)[C@H](c3cccc(Br)c3)C[C@@H]21
